Efflux pump mplx = inhibitors of Candida efflux pumps in yeast, primary screen, S. cerevisiae, Nile Red, multiplex; S. cerevisiae Candida pump triplex; inhibition, % at 10 µM; 0.44% of 330,000 active; AID 485275, 2010;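 active = plate passing quality check with inhibition over a set limit, or well fluorescence over plate mean plus 4 SD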;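 also: Nile Red retained in pooled yeast measured as flow cytometry median fluorescence; 0% = buffer negative control and 100% = Enniatin B positive control; higher means more Nile Red kept so more efflux inhibition; some compounds called inactive have numbers as strong as hits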
PP5 primary = PP5 phosphatase inhibitors, primary screen, biochemical, fluorescence | Serine/threonine-protein phosphatase 5 (Homo sapiens), P53041 | AID 1987, 2009 | inhibition, % at 6.7 µM | 0.18% of 320,000 active | purified PP5c, OMFP substrate fluorescence;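 active = inhibition above the campaign's mean inhibition across all tested compounds plus 3 SD, cut at about 9.5% in these data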;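 also: 0% = DMSO only and 100% = 100 µM cantharidin control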
Target sequence (P53041 whole entry, looked up): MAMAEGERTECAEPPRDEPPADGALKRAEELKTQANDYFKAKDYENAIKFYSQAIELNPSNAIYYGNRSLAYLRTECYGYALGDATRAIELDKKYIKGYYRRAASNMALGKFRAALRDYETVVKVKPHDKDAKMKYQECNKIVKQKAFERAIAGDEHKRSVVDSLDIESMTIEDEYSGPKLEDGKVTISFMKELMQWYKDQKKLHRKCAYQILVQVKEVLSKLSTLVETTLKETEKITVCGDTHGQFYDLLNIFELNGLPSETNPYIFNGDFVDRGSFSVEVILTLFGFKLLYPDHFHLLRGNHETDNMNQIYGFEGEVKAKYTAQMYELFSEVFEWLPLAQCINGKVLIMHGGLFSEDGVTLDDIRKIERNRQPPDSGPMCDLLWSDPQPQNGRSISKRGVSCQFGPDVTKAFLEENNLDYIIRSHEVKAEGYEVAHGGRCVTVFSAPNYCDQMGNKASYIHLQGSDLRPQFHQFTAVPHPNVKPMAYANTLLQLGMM
TPT1 inhibitor = Candida albicans TPT1 enzyme inhibitors, primary screen, biochemical, fluorescence polarization; tRNA 2'-phosphotransferase TPT1 (Candida albicans SC5314); inhibition, % at 5 µM; recombinant caTPT1, FP RNA substrate dephosphorylation; 0.81% of 300,000 active;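 active = inhibition above the mean of all tested compounds plus 3 SD, set per screening campaign, cut at about 24% in these data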;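 also: plate controls were DMSO alone for no effect and ferristatin control at 100 nM for full effect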
ZTA counter = blocks Epstein-Barr virus ZTA, an EBNA-1 counter-screen | P03206 | ZTA-DNA binding, fluorescence polarization | inhibition, % at 11 µM | 0.15% of 320,000 active | AID 2234; in the data active = inhibition above about 33%
Target sequence (P03206 whole entry, looked up): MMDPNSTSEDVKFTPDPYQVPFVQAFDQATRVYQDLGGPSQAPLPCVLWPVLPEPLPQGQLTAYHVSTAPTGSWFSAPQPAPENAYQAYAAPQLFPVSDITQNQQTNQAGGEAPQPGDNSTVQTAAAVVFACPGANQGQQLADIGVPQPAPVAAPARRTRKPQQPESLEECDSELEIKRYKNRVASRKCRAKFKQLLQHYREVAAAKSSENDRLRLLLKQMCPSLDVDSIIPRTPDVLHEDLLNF
Fh CTSL1 inh = Fasciola hepatica cathepsin L1 inhibitors, primary screen, counter-screen for PFM18AAP inhibitor project, biochemical, QFRET, fluorogenic peptide substrate. recombinant F. hepatica cathepsin L1, Z-Leu-Arg-MCA fluorescence. inhibition, % at 5.96 µM. 0.49% of 300,000 active. AID 1906, 2009;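 active = inhibition above the mean of all tested compounds plus 3 SD, set per screening campaign, cut at about 17% in these data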;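 also: 0% = plate median of test compound wells and 100% = 1 µM Z-Phe-Ala-diazomethylketone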
PREPL inh = PREPL enzyme inhibitors, primary screen, biochemical, fluorescence polarization; Prolyl endopeptidase-like (Homo sapiens), Q4J6C6; recombinant PREPL, fluorescence polarization activity-based probe; inhibition, % at 5.96 µM; 0.68% of 320,000 active; AID 2751, 2010; in the data active = inhibition above about 43%;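 also: 0% = enzyme with DMSO and 100% = wells lacking enzyme; many of its hits are not listed in these tables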
HCV core dimer = inhibitors of HCV core protein dimerization, primary screen, biochemical, TR-FRET, high-throughput. TR-FRET GST/Flag-core106 dimerization, 1536-well. inhibition, % at 5 µM. 0.33% of 300,000 active;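 active = inhibition above the mean of all tested compounds plus 3 SD, set per screening campaign, cut at about 45% in these data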
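Assay system: Tagged HCV core106 pair (GST and Flag) | Buffer or medium: KF-containing HEPES buffer, pH 7.45, DTT, CHAPS, BSA | Also added: Eu donor and XL665 acceptor anti-tag antibodies | Dosing: One concentration, 5 µM, in 0.5% DMSO | Timing: 4 h at 22.5 °C | Technique: TR-FRET 671 and 617 nm emission | Repeats: Singlicate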
PP1 inh = PP1-alpha phosphatase inhibitors, primary screen, counter-screen for PP5 inhibitor project, biochemical, fluorescence, OMFP substrate, single point. inhibition, % at 6.7 µM. purified PP1alpha. AID 2235, 2010. 0.9% of 320,000 active;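 active = inhibition above the mean inhibition of all tested compounds plus 3 SD, computed separately for each screening campaign, cut at about 15% in these data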
Target sequence (P62136 whole entry, looked up): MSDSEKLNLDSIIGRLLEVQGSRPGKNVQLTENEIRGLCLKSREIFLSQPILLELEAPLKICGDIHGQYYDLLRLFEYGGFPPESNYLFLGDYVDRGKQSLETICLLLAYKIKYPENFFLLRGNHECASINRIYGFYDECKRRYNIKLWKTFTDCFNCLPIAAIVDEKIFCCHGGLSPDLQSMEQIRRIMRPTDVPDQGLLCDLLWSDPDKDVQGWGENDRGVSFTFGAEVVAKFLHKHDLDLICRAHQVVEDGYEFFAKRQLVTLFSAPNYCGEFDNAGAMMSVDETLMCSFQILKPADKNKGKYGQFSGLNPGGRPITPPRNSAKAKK
EBNA-1 inh = EBNA-1 DNA-binding inhibitors, primary screen, biochemical, fluorescence polarization; inhibition, % at 14.8 µM; 0.34% of 300,000 active; in the data active = inhibition above about 28%
* marks the source's active call; other numbers are inactive results; / = not tested or not shown.

Values run as follows: TPT1 inhibitor	Fh CTSL1 inh	PP5 primary	EBNA-1 inh	PREPL inh	Efflux pump mplx	PP1 inh	ZTA counter	HCV core dimer
> CC(C)(C)c1ccc(NC(=O)CNC2CCCc3ccccc32)cc1 (centres undefined)
    1	1	5.5	-3	-5	0.2	2	3	-3
> Cc1ccc(S(=O)(=O)N2CCN(CC(=O)N/N=C\c3ccccn3)CC2)cc1
    1	0	-1.8	-11	11	0.3	-4	1	2
> O=C1S/C(=C\C=C\c2ccco2)C(=O)N1c1ccccc1
    5	-1	-1.3	8	0	2.5	-3	15	30
> O=C(CN1CCc2ccccc2C1)NCC(=O)Nc1ccc(F)cc1
    -2	0	-1.5	-6	-7	0.0	-7	8	1
> CCOC(=O)c1c(C)[nH]c(C)c1C(=O)COC(=O)/C=C/c1cccc(C(F)(F)F)c1
    3	-2	11*	-6	-14	0.8	2	9	-4
> COCCn1c(=O)[nH]c2cc(C(=O)NCCN3CCN(c4ccccc4)CC3)ccc2c1=O
    -3	3	0.5	6	0	-0.1	0	17	-8
> CN(C)c1ccc(-c2n(C)c3ccccc3[n+]2C)cc1
    -4	-1	2.5	-11	8	0.0	-4	-15	-7
> CC(C)C[C@@]12C(=O)N(c3cccc(F)c3)C(=O)N1[C@H](c1ccc(Cl)cc1)[C@@H]1C(=O)N(C3CCCCC3)C(=O)[C@@H]12
    1	2	5.0	1	-23	0.0	7	-18	12
> CCOC(=O)c1nnn(-c2nonc2N)c1CS(=O)(=O)c1ccccc1
    -4	-4	-0.9	9	4	-0.1	-2	4	-2
> COC(=O)c1[nH]c2ccc(C)cc2c1NC(=O)CN1CCN(C(=O)c2ccccc2)CC1
    -1	1	-1.1	3	10	-0.1	0	-12	-8
> O=Cc1ccc(C(=O)O)cc1
    /	/	2.6	/	11	0.0	-3	-4	/
> CCOC(=O)C1CCN(S(=O)(=O)c2ccc(-c3ccc(=O)[nH]n3)o2)CC1
    -7	-2	1.5	-3	14	0.0	-2	-10	-7
> O=C(O)CSc1c2c(nc3cc(C(=O)Nc4cccc(C(F)(F)F)c4)ccc13)CCC2
    0	5	2.8	8	-10	0.0	6	17	15
> Cc1ccccc1NC(=O)c1ccc2nc(N3CCOCC3)sc2c1
    3	-1	3.2	1	2	0.4	1	6	-7
> CCn1cc([N+](=O)[O-])c(C(=O)N2CCN(C(=O)c3ccco3)CC2)n1
    -4	7	-1.1	2	6	-0.5	-6	-26	-12
> CSc1nc2ccc(NC(=O)NC(=O)c3c(F)cccc3F)cc2s1
    0	-7	1.6	1	5	0.0	1	8	2
> CCOc1ccccc1NC(=O)c1cccc(NC(=O)CC(c2ccccc2)c2ccccc2)c1
    0	18*	5.2	1	-13	-0.1	3	-7	12
> Cc1ccc2c(c1)NCC(C(=O)NCc1ccccc1)O2 (centres undefined)
    2	2	0.2	-9	3	-0.1	-6	-13	-7
> O=C1C(=O)c2ccccc2C(O)=C1c1ccccc1F
    -5	1	0.5	12	10	-0.1	-4	-9	-10
> O=C(Nc1nnc(-c2ccccc2)o1)c1cc(-c2cccs2)nc2ccccc12
    -2	2	-0.5	-7	-9	1.1	35*	-20	17
> Cn1cccc1/C=N/n1c(-c2ccco2)n[nH]c1=S
    -2	2	1.3	1	1	0.1	3	-1	-6
> COC(=O)Nc1nnc(COc2cccc(C)c2)s1
    -1	0	0.2	7	-7	-0.1	-2	1	5
> COCCn1c(CCC(=O)O)ccc1-c1cccs1
    6	1	0.0	6	-1	-0.1	0	-4	-4
> Nc1nc(SCC(=O)Nc2cc(C(F)(F)F)ccc2Cl)[nH]c(=O)c1NC(=O)c1ccco1
    -1	0	3.4	10	19	0.0	-3	-8	-24
> Cc1ccccc1-c1nnc(SCC(=O)Nc2ccc(Cl)cc2)n1N
    -3	-1	2.0	-5	10	-0.1	1	2	-5
> COc1ccc(NC(=O)C2CCC(CNS(=O)(=O)c3csc(C(N)=O)c3)CC2)cc1OC (centres undefined)
    2	-6	-1.2	-10	15	0.3	-2	5	-8
> N#Cc1c(NC(=O)CCC(=O)O)sc2c1CCCC2
    -6	-2	2.0	-1	-1	-0.1	-3	-4	-1
> Cc1cc(-c2nc(C)c(C(=O)NNS(=O)(=O)c3ccc(Cl)cc3Cl)s2)no1
    1	2	-0.6	-6	11	0.2	1	-14	3
> O=c1cc(N2CCCCC2)c(-c2ccccc2)nn1Cc1cccc(Cl)c1
    1	5	5.3	-1	6	0.1	15	-8	18
> CCC1=NN(C(=O)c2cccnc2)C(O)(C(F)(F)F)C1 (centres undefined)
    2	-2	-3.3	-2	-2	-0.3	1	0	-2

An excerpt from above with just TPT1 inhibitor and PP1 inh.
| smiles | TPT1 inhibitor | PP1 inh |
| --- | --- | --- |
| O=C(CN1CCc2ccccc2C1)NCC(=O)Nc1ccc(F)cc1 | -2 | -7 |
| Cn1cccc1/C=N/n1c(-c2ccco2)n[nH]c1=S | -2 | 3 |

Additional results follow:
Values run as follows: TPT1 inhibitor	Fh CTSL1 inh	PP5 primary	EBNA-1 inh	PREPL inh	Efflux pump mplx	PP1 inh	ZTA counter	HCV core dimer
> COc1ccc([N+](=O)[O-])cc1N(CC(O)CN(CC(C)C)CC(C)C)S(=O)(=O)c1ccccc1 (centres undefined)
    0	4	6.4	-1	0	0.0	15	1	9
> CCOC(=O)CNC(=O)CN1CCCN(S(=O)(=O)c2ccc(Br)s2)CC1
    -4	-2	1.5	4	17	0.0	-3	-16	3
> Fc1ccc(N2CCN(c3ncnc4c3nnn4Cc3ccccc3Cl)CC2)cc1
    -1	-1	-1.4	-5	0	0.0	-2	-10	6
> Nc1nc(NCc2ccco2)nc(NCCO)c1[N+](=O)[O-]
    -1	3	-3.0	4	1	-0.1	-4	6	-2
> Cc1ccccc1N1C(=O)[C@@H]2Cc3ccccc3CN2C1=O
    -1	-1	0.7	-4	9	-0.1	-3	7	-4
> CCOC(=O)c1oc2nc(C(C)C)c3c(c2c1N)CCC3
    -3	4	2.0	2	17	-0.2	-1	-14	3
> COc1cc(C(=O)Nc2sc(C)c(C)c2C(=O)O)cc(OC)c1OC
    1	10	-9.6	-1	2	0.0	0	1	-9
> Cn1cc([N+](=O)[O-])c(C(=O)Nc2ccc3nc(-c4ccccc4)[nH]c3c2)n1
    3	4	-0.4	8	-2	0.0	-1	-1	-11
> O=C(NNC(=O)C12CC3CC(CC(C3)C1)C2)c1cccc(O)c1
    -1	0	0.9	6	1	0.0	0	20	6
> CCc1nnc(N/N=C/c2ccc(-c3ccc([N+](=O)[O-])cc3)o2)n1N
    16	3	3.2	0	10	-0.2	-1	0	-9
> CCOc1ccc(NC(=O)C(=O)N/N=C/c2ccccc2F)cc1
    -3	-2	1.9	-6	5	0.4	2	-15	2
> CCOCCCN(Cc1ccco1)C(=O)c1cc2c(=O)[nH]c3ccc(C)cc3c2s1
    0	5	1.9	15	-38	0.0	0	15	16
> Cc1ccc(C)c(NC(=O)COC(=O)c2ccc3c(c2)OCCO3)c1
    /	/	1.5	/	7	0.0	-3	-5	/
> COc1cc(C(=O)OCC(=O)Nc2cc(C)on2)cc(OC)c1OC
    -5	-4	3.1	-4	16	0.2	4	6	1
> CN1CN(C)C(c2ccncc2)=C1c1ccncc1
    -7	1	0.4	-6	16	-0.3	1	-15	-8
> CCOC(=O)C1(Cc2cccc(Cl)c2)CCCN(C(=O)CN2C(=O)CSC2=O)C1 (centres undefined)
    -1	-3	1.3	6	1	-0.1	19*	-12	9
> O=C(COC(=O)COc1ccc(Cl)cc1)NCCNC(=O)COC(=O)COc1ccc(Cl)cc1
    -1	-10	2.5	5	-16	0.0	-2	3	-2
> COCCSc1ccccc1C(=O)NCc1ccco1
    -5	1	1.0	4	24	0.0	-3	1	-2
> Cc1cc(C)c(NC(=O)CN2CCN3CCCC3C2)c(C)c1 (centres undefined)
    -1	1	0.4	9	0	-0.1	2	15	0
> COc1cccc(OCC(=O)O/N=C(\N)c2ccncc2)c1
    1	-16	0.7	4	-5	-0.2	0	4	1
> O=C1CSC(=Nc2cccc(C(=O)O)c2)N1
    -1	1	-1.3	12	-5	-0.1	-2	20	4
> O=C(Cn1c(=O)oc2ccccc21)Nc1ccc(F)c(F)c1
    -4	3	0.8	4	-3	-0.1	0	0	-11
> COc1ccc2c(c1)CCc1c(C(=O)N3CCCCCC3)noc1-2
    -2	2	0.6	-1	2	0.1	5	1	-1
> CCC(CO)[n+]1c(C)cc(/C=C2\Sc3ccccc3N2Cc2ccccc2)cc1C (centres undefined)
    127*	6	1.4	1	77*	0.2	14	17	0
> NS(=O)(=O)c1ccc(NC(=S)N2CCN(c3ccc(Cl)c(Cl)c3)CC2)cc1
    0	-3	1.4	2	-39	0.6	13	19	3
> O=C(NCC(c1cccs1)N1CCOCC1)c1cc(=O)[nH]c2ccccc12 (centres undefined)
    -2	4	-1.1	2	4	-0.1	-4	-1	-2
> CS(=O)(=O)N(CC(=O)N1CCc2ccccc2C1)c1cccc([N+](=O)[O-])c1
    4	0	-0.9	6	-7	0.0	-4	17	8
> CCC(=O)n1nc(-c2ccc(Cl)cc2)nc1SC
    3	-4	2.7	-14	4	0.1	-11	-11	-11
> O=[N+]([O-])c1ccc(NC(=S)N2CCc3ccccc3C2)cc1
    -2	1	3.4	-2	0	0.7	2	-11	1
> CC(C)N1CCN(Cc2cccc(-n3cccn3)c2)CC1CCO (centres undefined)
    3	0	2.3	-5	-17	0.1	1	-8	1
> Cc1cccc(Oc2ccc(S(=O)(=O)N3CCCCC3)cc2N)c1
    0	-2	-0.4	-9	4	-0.1	4	0	6
> C=CCOc1cccc(/C=N/NC(=O)CC(=O)NC2CCCCC2)c1
    -1	2	3.3	2	-3	-0.1	2	12	5
> CCCc1c(C(=O)N/N=C/c2cccs2)nnn1-c1nonc1N
    -2	-5	-0.7	8	10	-0.2	1	-10	-7
> COc1ccc(OC)c(S(=O)(=O)N2CCN(CC(O)CN3CCOCC3)CC2)c1 (centres undefined)
    /	/	0.7	/	11	-0.1	0	-2	/
> COc1ccc(N(CC(=O)Nc2cc(C(=O)O)ccc2C)S(=O)(=O)c2c(C)noc2C)cc1
    0	-3	2.7	-4	8	-0.1	-4	-6	-1
> CCOC(=O)N1CCN(C(=O)/C(=C/c2ccc(Br)cc2)NC(=O)c2ccc(OC)cc2)CC1
    1	3	-1.2	8	7	-0.9	-1	10	-4
> Cc1cc2nc(-c3ccc(SCc4ccc(C#N)cc4)nc3)[nH]c2cc1C
    -3	16	6.3	-6	-4	-0.1	8	1	-57
> CCC(=O)Nc1c(C)c(CC)nc2ccccc12
    -1	-8	4.3	-1	17	-0.2	-2	-27	-4
> CCN(CC)CCOC(=O)c1ccc(NC(=O)CCCN2C(=O)/C(=C\c3cccs3)SC2=S)cc1
    15	6	0.8	-9	21	0.3	1	-3	-2
> CC(=O)NC(CC(=O)OCC(=O)c1c(N)n(CC(C)C)c(=O)n(C)c1=O)c1ccccc1 (centres undefined)
    -5	-4	-0.3	0	3	-0.1	-7	17	-2
> CCc1ccc(NC(=O)Cn2c(=O)oc3cc(S(=O)(=O)N4CCOCC4)ccc32)cc1
    4	-1	2.1	-6	16	1.3	-5	1	-4

This is a subset. The share of hits here may be higher or lower than overall.
